# IP6K1 inh – inhibitors of human IP6K1; activity change, % (series mostly up to about 58 µM); 0.81% of 140,000 active; IP6K1 kinase, ADP-Glo luminescence, 2 h; hits give low values; AID 1645851; Q92551; in the data active = activity change below about -25%
# Target sequence (Q92551 whole entry, looked up): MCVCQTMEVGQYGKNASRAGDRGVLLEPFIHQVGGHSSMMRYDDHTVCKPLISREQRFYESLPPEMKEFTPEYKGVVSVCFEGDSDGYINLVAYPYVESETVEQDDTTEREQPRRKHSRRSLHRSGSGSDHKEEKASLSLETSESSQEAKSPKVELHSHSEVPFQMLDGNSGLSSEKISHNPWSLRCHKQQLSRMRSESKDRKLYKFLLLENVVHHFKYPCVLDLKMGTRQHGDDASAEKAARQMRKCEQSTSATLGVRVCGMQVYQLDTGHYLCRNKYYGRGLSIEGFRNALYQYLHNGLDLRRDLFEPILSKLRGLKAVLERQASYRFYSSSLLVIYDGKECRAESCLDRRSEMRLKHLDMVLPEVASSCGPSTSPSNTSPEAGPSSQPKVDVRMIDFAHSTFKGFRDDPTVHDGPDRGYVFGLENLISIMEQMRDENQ
#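 ADP-Glo luminescence measures ADP made by human IP6K1 during a 2 h RT reaction with ATP/IP6 (mix at 1.3 mM/130 uM); top library doses 57.5 and 19.1 uM final.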
# 3T3 cytotox – kills NIH 3T3 cells | Potency, µM (top dose mostly 96.7 µM), inactives show at the top dose activity change, negative = cytotoxicity, hits mostly inhibitors | AID 1345082 | NIH 3T3 viability, CellTiter-Glo ATP luminescence, 48-72 h | 4.3% of 94,000 active; note: potency is the fitted concentration of half-maximal effect; nearly all actives have a fitted effect of over 55% in size
#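 Viability of NIH 3T3 cells after 48 or 72 hr compound treatment at 37 °C was assessed by CellTiter-Glo, with luminescence imaged following a 10 min room-temperature step.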
# HEK293 tox – HEK 293 cell cytotoxicity; HEK 293 viability, ATP luminescence (CellTiter-Glo), 48-72 h; Potency, µM (doses to about 115 µM), for inactives: at the highest dose activity change, negative = cytotoxicity, actives largely listed as inhibitors; 6.6% of 94,000 active; AID 1345083; note: potency is the fitted concentration of half-maximal effect; nearly all actives have a fitted effect of over 60% in size
#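 Read-out: CellTiter-Glo ATP luminescence. Cells: HEK 293, 250 cells/well. Exposure: 48 or 72 hr, 37 degree Celsius.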
# SNCA viab count – cell viability loss counter-screen. HEK-293-SNCA-luc viability, GF-AFC fluorescence, 24 h. Potency, µM (titrated, usually from 57.1 µM), inactives show top-dose activity change, negative = cytotoxicity, actives largely listed as cytotoxic. 0.12% of 150,000 active;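 note: potency is the fitted concentration of half-maximal effect; 0% = DMSO-treated cells and -100% = medium-only wells without cells; nearly all actives have a fitted effect of over 30% in size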
#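 HEK-293-SNCA-luc cells (1500/well) plated 24 h, then exposed 24 h to a dilution series; GF-AFC added 30 min at 37C, fluorescence 405/540 nm; normalised to medium-only and DMSO wells, Hill fit.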
# SNCA expr inhib – reduces expression of the alpha-synuclein gene; HEK-293 SNCA-luciferase knock-in, luminescence, 24 h; Potency, µM (titrated, usually from 57.2 µM), for the others: at the top dose activity change, negative = inhibition, most hits filed as inhibitors; 0.17% of 140,000 active; AID 1671194;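 note: potency is the fitted concentration of half-maximal effect; plate controls were DMSO cells for no effect and cell-free wells for full effect; nearly all actives have a fitted effect of over 45% in size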
# Luciferase inh – blocks purified firefly luciferase enzyme activity. AID 1347043. Potency, µM (highest dose often 115 µM), without a hit: at the top dose activity change, negative = inhibition, usual class: inhibitors. 2.5% of 76,000 active. P08659. purified P. pyralis luciferase, luminescence, biochemical; note: potency is the fitted concentration of half-maximal effect; nearly all actives have a fitted effect of over 65% in size
#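 Luminescence read by CCD imager after adding enzyme (10nM final) to wells holding compound, titrated in qHTS. Substrates 10uM each D-luciferin and ATP; buffer 50mM Tris acetate pH 7.5, 10mM Mg acetate, Tween-20, BSA.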
# GPT2 inhibitor – GPT2 alanine aminotransferase inhibition. Potency, µM (top dose mostly 57.7 µM), for inactives: at the top dose activity change, negative = inhibition, most hits filed as inhibitors. 0.25% of 100,000 active. Recombinant GPT2, coupled pyruvate oxidase/HRP Amplex Red fluorescence. Q8TD30. AID 1671188; note: potency is the fitted concentration of half-maximal effect; nearly all actives have a fitted effect of over 60% in size; many of its hits are not listed in these tables
# Target sequence (Q8TD30 whole entry, looked up): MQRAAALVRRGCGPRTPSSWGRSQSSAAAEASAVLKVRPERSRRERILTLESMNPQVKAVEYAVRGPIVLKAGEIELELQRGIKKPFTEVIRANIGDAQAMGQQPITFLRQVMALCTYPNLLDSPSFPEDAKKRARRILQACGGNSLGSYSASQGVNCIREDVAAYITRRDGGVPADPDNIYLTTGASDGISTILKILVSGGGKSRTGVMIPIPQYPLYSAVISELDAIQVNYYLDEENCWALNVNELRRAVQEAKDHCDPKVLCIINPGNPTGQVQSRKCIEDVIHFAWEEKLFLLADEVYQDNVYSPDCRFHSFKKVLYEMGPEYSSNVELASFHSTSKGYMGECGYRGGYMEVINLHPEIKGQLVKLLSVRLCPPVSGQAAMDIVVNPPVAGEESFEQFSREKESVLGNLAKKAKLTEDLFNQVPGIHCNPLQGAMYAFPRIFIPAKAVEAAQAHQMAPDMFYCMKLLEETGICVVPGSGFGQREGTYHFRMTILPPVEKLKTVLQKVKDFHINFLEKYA
#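 Fluorescence of coupled pyruvate oxidase/HRP/Amplex Red system (50uM Amplex, 30 min, dark) reports pyruvate formed by GPT2. Enzyme reaction: 10ng/uL GPT2, 2mM L-alanine, 250uM a-KG, 30 min room temperature, pH 7.5; 50uM AOA control.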
# Numbers without * were called inactive; i = inactive; ? = inconclusive; . = no result given; [ ] = another dose, or the depositor's remark. Unless noted, calls come from the whole dose curve; as a rule, active = well fitted curve in the direction sought with a large enough effect; inconclusive = small, poorly fitted or top-dose-only effect, or another doubt; inactive = no such curve, though single readings can be large; an effect the other way counts as inactive or inconclusive. Unless noted, % is set by controls: 0 for no effect and ±100 for the full control effect.
SMILES,IP6K1 inh,3T3 cytotox,HEK293 tox,SNCA viab count,SNCA expr inhib,Luciferase inh,GPT2 inhibitor
Cc1ccccc1CN1CCCC12Cc1ccccc1CNC2=O (centres undefined),-5,?,?,-5%,4%,.,i
O=C(c1cc(-c2ccccc2)n[nH]1)N1CCC2(CC1)N=C(c1ccccc1)NO2,8,?,?,-12%,19%,8%,i
Cc1ccc(CNC(=O)c2nn(-c3ccc(Cl)cc3)nc2CO)cc1,11,.,.,5%,10%,.,.
Cc1ccc(C)c(N2CCN(C(=O)c3ccc(NC(=O)c4nsc5ccccc45)cc3)CC2)c1,28,.,.,10%,68%[activator],.,.
O=S1(=O)NCC2(CCCN(CCc3ccccc3)C2)Oc2ncccc21 (centres undefined),6,4%,3%,0%,-6%,.,0%
CCC(C)C(=O)N1CCc2c(c(C(=O)O)nn2CCCc2ccccc2)C1 (centres undefined),-10,-20%,-3%,1%,-20%,-4%,-15%[11.5 µM]
COCc1nc(C2CCCN(C(=O)CC(C)C)C2)no1 (centres undefined),-12,-4%,23%,-1%[12.5 µM],15%,-1%,5%
CN1C(=O)C2(c3ccccc31)N(c1cccc(F)c1)C(=O)CS2(=O)=O (centres undefined),19,.,.,11%,262%[activator],.,.
COc1cc2nc(N3CCN(C(=O)C4CCCO4)CC3)nc(N)c2cc1OC (centres undefined),2,.,.,1%,9%,.,-9%
OCc1ccc(-c2cc(-c3cccnc3)c3cncn3c2)cc1,-24,?,-5%[172 µM],-1%[87.6 µM],6%[87.6 µM],1%[172 µM],-9%[88.5 µM]
COc1cccc(NC(=O)Nc2cc(-c3cn4cccnc4n3)ccc2OC)c1,-4,.,.,-4%,1%,.,.
Cc1cccc(C)c1NC(=O)Cn1nnc(C(=O)NCc2ccc(F)cc2)c1N,3,.,.,3%,23%,.,.
CCOc1ccc(C2CC(=O)Nc3cc4c(cc32)OCO4)cc1OC (centres undefined),-9,.,.,5%,1%,.,.
O=c1[nH]c(C2CCN(Cc3ccccc3C(F)(F)F)CC2)nn1Cc1ccccc1,14,-18%,-14%,-17%,-8%,-1%,i
O=C(NC1CCN(c2cc(-c3cccs3)[nH]n2)CC1)c1ccc(Cl)cc1,32,?,?,1%,3%,-10%,i
COc1cccc2c1ccn2CCNC(=O)Cn1nc2c(cc1=O)CCCC2,29,i,3%,-11%,-14%,-4%,4%
COc1ccc(NC(=O)Cn2nnc(-c3nc(-c4ccncc4)no3)c2N)cc1OC,-8,.,.,6%,10%,.,.
Cc1ccc(S(=O)(=O)n2nc(-c3ccccc3)nc2NCc2ccccc2Cl)cc1,48,.,.,14%,22%,.,.
CCN(Cc1c(F)cccc1Cl)C(=O)CCc1c(C)nn(C)c1C,-11,?,?,-11%,-24%,-2%,i
COc1ccc(-c2ccc3c(c2)C(=O)N2CC[C@H](NC(=O)CSC)[C@H]2C(=O)N3)c(OC)c1,6,?,-28%,1%,8%,?,-3%
O=C(NCc1cccs1)C1CCc2nnc(-c3cccc(C(F)(F)F)c3)n21 (centres undefined),25,-28%,-16%,13%,?,.,i
CN(Cc1ccccc1)C(=O)c1c[nH]c2ccc(S(=O)(=O)Nc3ccccc3F)cc2c1=O,-14,.,.,23%,-10%,.,.
O=S(=O)(c1ccccc1)N1CCn2c(nnc2[C@@H]2C[C@@H](O)CN2Cc2cccnc2)C1,13,-7%,-9%,-1%[12.5 µM],14%,7%,-2%
CC(C)c1ccc(C(=O)N2CCC(OC3CCN(C)CC3)CC2)cc1,10,?,?,3%,?,-2%,i
CC(C)C(=O)N1CCC2(CCNC(=O)CC2)CC1,9,-1%,1%,0%,-4%,1%,i
SMILES,IP6K1 inh,3T3 cytotox,HEK293 tox,SNCA viab count,SNCA expr inhib,Luciferase inh,GPT2 inhibitor
COc1cccc(-c2nnc3n(CCc4ccccc4)c(=O)c4ccccc4n23)c1O,-6,.,.,-9%,34%[activator],.,.
O=C(c1cccnc1OC1CCN(S(=O)(=O)c2ccccc2)C1)N1CCOCC1 (centres undefined),24,-21%,1%,14%,-14%,4%,i
C[C@@H]1O[C@@H](O[C@H]2[C@H](O[C@H]3CO[C@@H](O[C@H]4CC[C@@]5(C)C(CC[C@]6(C)C5CC[C@]57OC[C@@]8(CC[C@](C)(CO)CC85)[C@H](O)C[C@]76C)C4(C)C)[C@H](O[C@@H]4O[C@H](CO)[C@@H](O)[C@H](O)[C@H]4O)[C@H]3O)O[C@H](CO)[C@@H](O)[C@@H]2O)[C@H](O)[C@H](O)[C@H]1O (some centres undefined),35,.,.,-6%[12.5 µM],.,.,i
O=C(COc1ccc(Cl)cc1)Nc1nnc2n1CCS2,17,.,.,0%,-2%,.,.
COc1ccc(Cc2ncc3c(n2)CN(C(=O)c2cc(C)c(C)cc2C)C3)cc1,-14,?,?,-7%,-2%,-3%,0%
COc1ccc(C2=CC(c3ccccc3F)n3ncc(C(=O)Nc4ccc(C)cc4)c3N2)cc1 (centres undefined),-10,.,.,1%,-15%,.,.
CNC(=O)c1cc(C2CC2)nc2onc(C3CCN([S+](=O)([O-])c4cccs4)C3)c12 (centres undefined),4,-27%,?,.,.,.,.
Cc1ccc(CNC(=O)Cn2cc(S(=O)(=O)Cc3ccccc3F)c3ccccc32)cc1,20,.,.,-24%,-22%,.,.
Cc1cccc(N2CCN(C(=O)c3cc4ccc5cccnc5c4[nH]3)CC2)c1C,23,.,.,7%,-10%,.,.
c1cnc2nc([C@H]3CCN(C4CCCCC4)C3)[nH]c2c1,-8,2%[230 µM],-14%[230 µM],-5%[87.6 µM],138%[activator][87.6 µM],28µM*,1%[88.5 µM]
O=C(O)CC/C=C\C[C@H]1CO[C@@H](c2ccccc2Cl)O[C@H]1c1ccccc1O,-3,.,.,-14%,.,.,3%
O=C1CS(=O)(=O)C2(C(=O)N(Cc3ccccc3Cl)c3ccccc32)N1c1ccc(F)cc1 (centres undefined),8,.,.,-6%,?,.,.
COCCn1c(C)cc(C(=O)N[C@@H]2CN(C)C[C@H]2CN(C)C)c1C,7,-13%,1%,-7%,6%,0%,i
Clc1cccc(-c2cnc([C@@H]3COCCN3Cc3cnc4ccccc4c3)[nH]2)c1,5,79µM*,63µM*,-24%[87.6 µM],-14%[87.6 µM],-12%[172 µM],0%[88.5 µM]
O=C(Nc1ccc2nnc(-c3ccc(C(=O)N4CCCCC4)cc3)n2c1)C1CCC1,-10,-26%,?,-6%,?,-17%,1%
COc1ccc(-c2nn3c(-c4ccccc4)nnc3c3ccccc23)cc1,14,.,.,6%,65%[activator],.,.
C[S+](=O)([O-])Nc1cccc(-c2nc(N3CCOCC3)cc3c2CN(CC2CC2)C3=O)c1,4,?,-22%,11%,20%,-3%,3%
Cc1cc(C)nc(SCc2ccc(-c3nc(C4CCOC4)no3)o2)n1 (centres undefined),-9,?,?,-2%,33%[activator],?,-23%
Cc1cccc(C)c1NC(=O)Cn1nc2c(cc1=O)CCCCC2,11,1%,-3%,-7%,0%,3%,-11%
COc1ccc2ccccc2c1CN1CCC2(CC1)[C@H](O)C[C@@H]2OCCN,-2,?,?,?,-8%,3%,-9%
Cc1ccc(NC(=O)Cn2c(=O)n(CCCCC(=O)NCCc3ccccc3)c(=O)c3ccccc32)c(C)c1,-6,.,.,5%,-20%,.,.
O=C1CCc2cc(S(=O)(=O)NCc3ccccc3)cc3c2N1CC3,0,.,.,8%,28%,.,.
COc1cccc(-n2c(=O)c3c4c(sc3n(Cc3ccc(C)cc3)c2=O)CCCC4)c1,-22,.,.,1%,0%,.,.
CC1CCC2(CC1)NC(=O)N(CC(=O)Nc1ccc(C(F)(F)F)cc1)C2=O (centres undefined),-13,?,?,-5%,-24%,3%,i
O=C(NCc1ccccc1F)C1CCc2nnc(-c3cccc(C(F)(F)F)c3)n21 (centres undefined),4,-11%,-12%,4%,-32%,.,i

# Exported as labelled records: part of the list above
Structure: O=C(Nc1ccc2nnc(-c3ccc(C(=O)N4CCCCC4)cc3)n2c1)C1CCC1
  IP6K1 inh: -10 | 3T3 cytotox: -26% | HEK293 tox: ? | SNCA viab count: -6% | SNCA expr inhib: ? | Luciferase inh: -17% | GPT2 inhibitor: 1%

Structure: COc1ccc(-c2nn3c(-c4ccccc4)nnc3c3ccccc23)cc1
  IP6K1 inh: 14 | 3T3 cytotox: . | HEK293 tox: . | SNCA viab count: 6% | SNCA expr inhib: 65%[activator] | Luciferase inh: . | GPT2 inhibitor: .

Structure: C[S+](=O)([O-])Nc1cccc(-c2nc(N3CCOCC3)cc3c2CN(CC2CC2)C3=O)c1
  IP6K1 inh: 4 | 3T3 cytotox: ? | HEK293 tox: -22% | SNCA viab count: 11% | SNCA expr inhib: 20% | Luciferase inh: -3% | GPT2 inhibitor: 3%

Structure: Cc1cc(C)nc(SCc2ccc(-c3nc(C4CCOC4)no3)o2)n1 (centres undefined)
  IP6K1 inh: -9 | 3T3 cytotox: ? | HEK293 tox: ? | SNCA viab count: -2% | SNCA expr inhib: 33%[activator] | Luciferase inh: ? | GPT2 inhibitor: -23%

# Next part
SMILES,IP6K1 inh,3T3 cytotox,HEK293 tox,SNCA viab count,SNCA expr inhib,Luciferase inh,GPT2 inhibitor
CC(CN1CCCC1)CN(C)c1nc(CCN)nc2ccccc12 (centres undefined),-6,-3%,-13%,-3%,6%,2%,0%
Cc1cc(C)c2c(CC(=O)N(Cc3ccc(N(C)C)cc3)Cc3ccco3)coc2c1,7,.,.,-7%,-26%,.,.
COc1cccc(C)c1C(=O)O[C@@H]1C[C@H](O[C@H]2[C@H](O)C[C@H](O[C@@H]3CCC[C@H]4[C@H]3C=C[C@@H]3CCCC/C=C/[C@H]5C=C(C(=O)O)[C@@H](C)C[C@@]56OC(=O)C(=C6O)OC(=O)[C@@]34C)O[C@@H]2C)O[C@H](C)[C@H]1O,-1,.,.,2%[12.5 µM],.,.,i
CN(C(=O)NCc1noc2ccccc12)c1cccc(Cl)c1,-14,.,.,5%,31%,.,.
CN1CC[C@H](c2nc3ccccc3[nH]2)C1,2,?,-4%[287 µM],4%[87.6 µM],31%[activator][87.6 µM],-24%[299 µM],4%[88.5 µM]
COc1cc2c(cc1OC)C(CNC(=O)c1cccc(F)c1)N(C(=O)Nc1ccc(C)cc1)CC2 (centres undefined),3,-16%,?,3%,-11%,-11%,i
O=C(C1Cn2cccc2C(=O)N1Cc1ccccc1)N1CCOCC1 (centres undefined),6,-21%,-8%,-10%,-9%,-1%,i
COc1cccc(CNC(=O)C2CCN(Cc3cc4ccccc4n3Cc3ccc(C)cc3)CC2)c1,16,.,.,-2%,-26%,.,.
O=C(O)CSCC(=O)N[C@H]1CO[C@H]2[C@@H]1OC[C@@H]2Nc1nccc(-c2cccc(F)c2)n1,3,1%,1%,-1%,-21%,2%,i
OCC1CN(Cc2cccnc2)CCC12CCN(Cc1cccc(O)c1)CC2 (centres undefined),22,-14%,-7%,-10%,?,5%,4%
O=S1(=O)CCN(c2cccc(-c3nc(C4CCOC4)no3)c2)CC1 (centres undefined),11,2%,2%,3%,-20%,1%,-5%

# Screening results (PubChem BioAssay)
